Source: PubChem BioAssay
SENP7 inh – blocks the human protease SENP7; recombinant SENP7, Z-RLRGG-aminoluciferin luminescence, 40 min; 330,000 compounds, 1.5% hits; inhibition, % at 5 µM; Q9BQF6;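 active = inhibition above about 50% at the single test dose, limit read from the data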;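 also: plate controls were DMSO with enzyme for no effect and no enzyme buffer wells for full effect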
Target sequence (Q9BQF6 706-1050 limits assumed): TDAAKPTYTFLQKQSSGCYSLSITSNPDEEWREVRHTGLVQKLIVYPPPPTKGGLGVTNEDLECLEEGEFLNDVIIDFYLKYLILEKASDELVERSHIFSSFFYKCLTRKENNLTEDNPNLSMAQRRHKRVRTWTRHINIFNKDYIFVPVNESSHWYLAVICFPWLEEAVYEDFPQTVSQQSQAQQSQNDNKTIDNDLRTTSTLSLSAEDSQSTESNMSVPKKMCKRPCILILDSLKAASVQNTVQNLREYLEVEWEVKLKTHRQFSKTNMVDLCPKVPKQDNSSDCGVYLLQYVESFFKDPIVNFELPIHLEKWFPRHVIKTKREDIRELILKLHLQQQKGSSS
beta cell repl – induces beta-cell replication in MIN6 cells; proliferation, % at 10 µM; MIN6 cells proliferation, ATPlite luminescence, 48 h; cells starved in 0.2% serum; 100% = growth in 10% serum; AID 2380; 330,000 compounds, 0.29% hits;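 active = compounds whose signal lies at least 3.5 SD above the mean of all wells on their plate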;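 also: 0% = DMSO-treated cells in low-serum medium and 100% = 10% serum control; some compounds called inactive have numbers as strong as hits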
UBC13 inh – blocks human UBC13 polyubiquitin chain formation; inhibition, % at 20 µM; P61088; 330,000 compounds, 0.47% hits; TR-FRET; in the data active = inhibition above about 45%, passing the limit was not always enough
Target sequence (P61088 whole entry, looked up): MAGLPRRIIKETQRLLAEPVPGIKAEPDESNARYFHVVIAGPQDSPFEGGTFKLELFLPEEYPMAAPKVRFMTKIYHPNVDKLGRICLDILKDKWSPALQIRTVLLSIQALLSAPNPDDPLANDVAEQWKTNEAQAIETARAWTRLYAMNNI
SENP6 block – SENP6 protease inhibition; AID 2599; inhibition, % at 10 µM; 330,000 compounds, 1.8% hits; Q9GZR1; Recombinant SENP6 catalytic domain, aminoluciferin luminescence;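 active = inhibition above about 50% at the single tested dose, limit read from the data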;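 also: plate controls were DMSO wells with enzyme for no effect and DMSO wells lacking enzyme for full effect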
HKDC1 inh – blocks human hexokinase HKDC1 activity. Q2TB90. recombinant HKDC1, G6PDH/diaphorase resazurin coupled fluorescence. inhibition, % at 20 µM. 340,000 compounds, 0.16% hits;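 active = inhibition above about 35% when tested at 20 µM, limit read from the data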;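 also: plate controls were DMSO wells with enzyme for no effect and DMSO wells lacking enzyme for full effect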
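Material: recombinant HKDC1 hexokinase; Amount: HKDC1 at 5 µg/mL; Medium: Tris pH 8.0 buffer with MgCl2, Tween-20, BSA, BME; Schedule: 90 min reaction incubation at room temperature, dark; Technique: coupled resazurin fluorescence, excitation 525 nm, emission 613 nm.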
SENP8 block-1 – blocks the human protease SENP8; Q96LD8; purified SENP8, Z-RLRGG-aminoluciferin cleavage, luminescence; inhibition, % at 10 µM; 330,000 compounds, 1.2% hits; AID 2540; in the data active = inhibition above about 50%
Target sequence (Q96LD8 whole entry, looked up): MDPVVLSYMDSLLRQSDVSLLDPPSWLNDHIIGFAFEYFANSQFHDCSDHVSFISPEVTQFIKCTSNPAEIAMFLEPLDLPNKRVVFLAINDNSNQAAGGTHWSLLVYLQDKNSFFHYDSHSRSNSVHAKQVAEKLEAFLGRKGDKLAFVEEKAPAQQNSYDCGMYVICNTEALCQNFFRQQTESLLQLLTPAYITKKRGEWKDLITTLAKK
SENP8 block-2 – blocks human SENP8 cleavage of Nedd8 substrate. recombinant SENP8, Nedd8 substrate fluorescence. inhibition, % at 20 µM. 360,000 compounds, 0.64% hits. AID 602440; in the data active = inhibition mostly above about 40%, no sharp cut-off; inactive = mostly below about 27%
PfGluPho inh – PfG6PD (Plasmodium falciparum) enzyme inhibition | PfGluPho enzyme, NADPH resazurin-diaphorase fluorescence | inhibition, % at 20 µM | 350,000 compounds, 0.78% hits;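 active = inhibition reaching at least a set limit at 20 µM in the primary screen, cut at about 59% in these data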;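 also: 0% = DMSO wells with substrate and 100% = DMSO wells lacking glucose-6-phosphate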
SENP1 FRET inh – inhibitors of human SENP1 SUMO protease catalytic domain; Q9P0U3; recombinant SENP1 catalytic domain, CyPet-SUMO1-YPet FRET cleavage; inhibition, % at 10 µM; 360,000 compounds, 0.21% hits; AID 624204;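 active = inhibition at least 30% at 10 µM, raw YFP signal under a set limit, fluorescence ratio 0.5 to 1.5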;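 also: 0% = enzyme with DMSO and 100% = no enzyme wells; some results filed as inactive read as strong as hits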
Target sequence (Q9P0U3 419-644 limits assumed): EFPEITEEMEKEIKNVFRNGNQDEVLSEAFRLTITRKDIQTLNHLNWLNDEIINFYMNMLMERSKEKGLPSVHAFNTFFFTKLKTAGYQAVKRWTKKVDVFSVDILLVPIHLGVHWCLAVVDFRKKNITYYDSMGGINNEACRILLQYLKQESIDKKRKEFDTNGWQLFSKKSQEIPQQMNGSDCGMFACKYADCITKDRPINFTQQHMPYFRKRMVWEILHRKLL
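Material – human SENP1 catalytic domain · Input – SENP1 enzyme, 20 pM final · Compound dosing – single concentration of 10 µM compound, 0.5% DMSO final · Timing – enzyme reaction for 50 min at room temperature, dark · Measured by – FRET fluorescence in CFP and YFP emission channels · Control set – no-enzyme wells low, DMSO-plus-enzyme wells high control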
Numbers without * were called inactive; i = inactive; . = not tested or not shown.

1) C[C@H](CO)N1C[C@H](C)[C@H](CN(C)CC2CCCCC2)Oc2ccc(NS(=O)(=O)c3ccc(F)cc3)cc2CC1=O
2) NC(=O)CCN(C1CCCCC1)S(=O)(=O)c1cccc2nsnc12
3) CCc1nn2cc(C(=O)c3cc(C)ccc3O)cnc2c1-c1ccc(F)cc1
4) COc1ccc(CCNC(=O)c2ccc(OCC(=O)N3CCOCC3)c(OC)c2)cc1
5) O=C(c1cc(=O)[nH]c2ccccc12)N1CCc2ccccc2C1
6) CN1CCN(C(CNC(=O)C(=O)NC2CCCC2)c2ccc(F)cc2)CC1 (stereo not drawn)
compound no.,1,2,3,4,5,6
SENP7 inh,10,-10,-2,12,-7,3
beta cell repl,-6,-1,0,-2,-2,8
UBC13 inh,10,-6,4,4,-7,4
SENP6 block,0,-34,4,7,-15,1
HKDC1 inh,3,5,-3,-6,-7,-4
SENP8 block-1,-1,-9,-2,-4,-11,4
SENP8 block-2,3,15,-9,19,-90,4
PfGluPho inh,18,-17,18,13,7,-8
SENP1 FRET inh,-2,1,-19,-1,1,2

7) NC(=O)CC(NC(=O)c1ccccc1)c1ccc(NCCN2CCOCC2)c([N+](=O)[O-])c1 (stereo not drawn)
8) Nc1ncnc2c1ncn2[C@@H]1O[C@H](CNCC#Cc2ccccc2)[C@@H](O)[C@H]1O
9) CC(C)C[C@@H](CSc1ccc(Br)cc1)N1CCN(CC(C)C)CCC1=O
10) COc1nc(N2CCOCC2)nc(-n2cccc2)n1
11) CCCCn1c(N)c(N(CC(C)C)C(=O)c2ccc(S(=O)(=O)N3CCC(C)CC3)cc2)c(=O)[nH]c1=O
12) CCCCOc1ccc(-c2cnc3ccccc3n2)cc1
compound no.,7,8,9,10,11,12
SENP7 inh,-1,6,-4,3,4,95*
beta cell repl,0,-2,-8,-2,4,0
UBC13 inh,-34,-2,22,10,-1,54*
SENP6 block,2,29,-17,-18,-10,96*
HKDC1 inh,-5,-5,-1,0,3,-3
SENP8 block-1,3,-3,-6,8,-5,91*
SENP8 block-2,14,8,1,12,-53,-407
PfGluPho inh,-2,-5,12,3,-2,0
SENP1 FRET inh,1,3,-7,1,-7,-5

13) O=C(c1ccc(Cl)c([N+](=O)[O-])c1)N1CCN(S(=O)(=O)c2ccc(Cl)cc2)CC1
14) CC12CC(NC(=O)N1c1cccc(C(=O)N3CCN(c4ccccc4)CC3)c1)c1ccccc1O2 (stereo not drawn)
15) COc1ccccc1NC(=O)c1cccc(N2C(=O)C3C4C=CC(C4)C3C2=O)c1 (stereo not drawn)
16) O=C(COC(=O)CNC(=O)c1ccc(Cl)cc1Cl)NC1CCCCC1
17) O=C(CSc1nnc2ccccn12)NNC(=O)c1ccccc1F
18) Cc1cc(C)n(Cc2ccc(Cl)nc2)n1
compound no.,13,14,15,16,17,18
SENP7 inh,-1,-1,-5,-3,7,-9
beta cell repl,-8,-1,0,-2,-3,1
UBC13 inh,9,0,0,-2,0,-12
SENP6 block,-5,0,-9,-6,8,-6
HKDC1 inh,-1,1,-1,-4,-2,1
SENP8 block-1,1,-2,4,-3,0,-8
SENP8 block-2,15,14,17,5,3,9
PfGluPho inh,13,15,1,-13,-15,0
SENP1 FRET inh,1,1,0,0,2,3

19) O=C(NCCCc1ccc(F)cc1)C1CCC(=O)N(CCCN2CCCC2=O)C1 (stereo not drawn)
20) CCOc1ccccc1N1CC(O)=C(c2nc3ccccc3s2)C1=N
21) O=c1[nH]sc2ccccc12
22) CC(=O)Nc1ccc(S(=O)(=O)n2cnc3ccccc32)cc1
23) CCCCNC(=O)c1ccc2c(c1)N(C)C(=O)c1ccccc1S2
24) Cc1ccc(C)c(OCCC(=O)OCC(=O)NCc2ccccc2)c1
compound no.,19,20,21,22,23,24
SENP7 inh,-4,-4,.,7,-7,2
beta cell repl,3,-2,.,-1,2,2
UBC13 inh,0,2,.,-4,1,4
SENP6 block,-8,-48,.,7,-4,-4
HKDC1 inh,-5,14,-5,-2,-2,-6
SENP8 block-1,-8,4,.,1,0,6
SENP8 block-2,12,-241,3,13,7,10
PfGluPho inh,-1,55,65*,-13,-5,3
SENP1 FRET inh,1,-10,-2,2,1,1

25) Cc1nn(CCC(=O)O)c2nc(-c3cccnc3)cc(C(F)(F)F)c12
26) COc1cc(/C=C/C(=O)OCC(=O)NCCc2ccccc2)cc(OC)c1OC
27) CC(=O)Nc1ccc(N/C=C/C(=O)c2ccc(Cl)cc2)cc1
28) COc1ccc(O)c(CN2CCN(CCc3ccccc3)C(CCO)C2)c1 (stereo not drawn)
29) CCCOc1ccccc1/C=C(\C#N)C(=O)Nc1cccc(C)n1
30) COc1ccc(-c2nc(CS(=O)(=O)CC(=O)NCc3ccc4c(c3)OCO4)c(C)o2)cc1
compound no.,25,26,27,28,29,30
SENP7 inh,-7,-2,-1,3,0,-16
beta cell repl,0,5,-4,-1,-3,-4
UBC13 inh,25,4,-4,-3,8,-7
SENP6 block,-10,-5,-10,-7,0,5
HKDC1 inh,8,2,-2,15,6,4
SENP8 block-1,0,-1,1,-8,5,-7
SENP8 block-2,i,-382,-64,4,-17,6
PfGluPho inh,4,-4,-10,-7,4,-11
SENP1 FRET inh,-2,2,-39,0,-11,2

31) COc1ccc(C(=O)N=C2SC3CS(=O)(=O)CC3N2Cc2ccc(F)cc2)cc1 (stereo not drawn)
32) CCOC(=O)c1ccc(S(=O)(=O)NCC(c2ccc(N(C)C)cc2)c2c[nH]c3ccccc23)cc1 (stereo not drawn)
33) Clc1ccc(OCc2nnc3n2CCCCC3)c(Cl)c1
34) COc1ccc2[nH]cc(C(=O)CN3CCN(C4CCCCC4)CC3)c2c1
35) COC(=O)c1sccc1NC(=S)N1CCN(C)CC1
36) O=C(O)c1cccc(S(=O)(=O)Nc2cccc(S(=O)(=O)N3CCCC3)c2)c1
compound no.,31,32,33,34,35,36
SENP7 inh,9,-2,3,-9,8,5
beta cell repl,2,-5,0,-2,0,-3
UBC13 inh,-1,13,6,-6,-9,-6
SENP6 block,-19,-10,-28,-18,-5,12
HKDC1 inh,-8,15,-3,-8,-6,-3
SENP8 block-1,-7,-8,-8,-5,5,1
SENP8 block-2,6,20,7,10,12,5
PfGluPho inh,-8,-1,1,-26,13,-15
SENP1 FRET inh,2,3,4,-2,4,1

37) O=C(CNC(=S)N(Cc1ccccc1)Cc1cccnc1)NCCN1CCOCC1
38) CC1=CC(C)C(/C=N/n2cnnc2)C(C)C1 (stereo not drawn)
39) COc1ccc(S(=O)(=O)NNC(=O)c2csc(-n3nc(C)cc3C(F)(F)F)n2)cc1OC
40) COC(=O)c1ccc(C)c(N(CCO)CCO)c1
41) NC(=O)c1ccc(NC(=O)COc2ccc(-n3cnnn3)cc2)cc1
42) CCOc1ccc(NC(=S)Nc2cccnc2)cc1
compound no.,37,38,39,40,41,42
SENP7 inh,4,0,-4,0,-4,-8
beta cell repl,0,-1,2,-3,1,-3
UBC13 inh,-2,10,0,10,15,-7
SENP6 block,12,-5,-2,-9,5,0
HKDC1 inh,-5,3,4,-10,7,-3
SENP8 block-1,-2,6,1,-2,12,-8
SENP8 block-2,10,14,25,-19,-6,3
PfGluPho inh,13,-20,1,-2,-5,6
SENP1 FRET inh,0,4,1,-7,-2,-2

43) CCCCCCNC(=O)C(=O)NCCc1ccc(Cl)cc1
44) Cc1cccc(C)c1-n1nnnc1SCC(=O)N1CCNC1=O
45) CN1C(=O)/C(=N/OC(=O)c2ccccc2)c2ccccc21
46) CCn1c(SCC(=O)NCc2ccccc2)nnc1C(CO)NC(=O)c1ccccc1 (stereo not drawn)
47) CCn1c(SCC(=O)Nc2sc3c(c2C#N)CCCC3)nnc1-c1ccncc1
48) O=C(Nc1cccnc1)c1ccc(COCC(F)(F)F)cc1
compound no.,43,44,45,46,47,48
SENP7 inh,1,-5,2,4,-10,7
beta cell repl,-1,1,-4,2,-3,1
UBC13 inh,-3,4,0,4,8,2
SENP6 block,-10,-6,9,-4,-16,2
HKDC1 inh,5,-2,3,-5,4,-6
SENP8 block-1,-4,10,3,19,-3,-6
SENP8 block-2,8,12,27,6,3,8
PfGluPho inh,-1,17,14,12,-14,-13
SENP1 FRET inh,2,2,2,4,-1,1

49) O=C(CSc1nnc(Cc2ccccc2)n1Cc1ccccc1)NCc1ccco1
50) COc1ccc(S(=O)(=O)Nc2ccc(O)c3ccccc23)cc1
51) O=C(CN1CCN(S(=O)(=O)c2ccc(Br)s2)CC1)NC1CCCCC1
52) C/C(=N\Nc1nc(C)cc(-c2ccccc2)n1)c1ccccc1
53) N#CC1(NC(=O)COC(=O)CSc2ccc(F)cc2)CCCCC1
54) Cc1ccc(C)c(S(=O)(=O)NCc2ccc(C(=O)N3CCN(C)CC3)cc2)c1
55) CCOC(=O)N1CCC(NC(=O)CN(c2ccc(C(C)C)cc2)S(=O)(=O)c2c(C)nn(C)c2C)CC1
56) CCCN1C2CCCC1CC(NC(=O)c1cccc(Cl)c1)C2 (stereo not drawn)
compound no.,49,50,51,52,53,54,55,56
SENP7 inh,3,24,.,8,6,-5,1,4
beta cell repl,-3,-6,.,-3,2,0,-1,-1
UBC13 inh,10,-3,.,-5,5,13,2,8
SENP6 block,-1,33,.,-43,1,-8,-2,15
HKDC1 inh,3,46*,-6,6,3,-12,-6,-2
SENP8 block-1,2,9,.,-14,19,-4,-5,6
SENP8 block-2,7,-2,4,-15,-9,11,12,22
PfGluPho inh,-15,40,5,-25,-7,-1,7,-9
SENP1 FRET inh,2,2,0,3,5,2,1,0

Arranged by SMILES length (rising): some entries from above.
12) CCCCOc1ccc(-c2cnc3ccccc3n2)cc1
20) CCOc1ccccc1N1CC(O)=C(c2nc3ccccc3s2)C1=N
2) NC(=O)CCN(C1CCCCC1)S(=O)(=O)c1cccc2nsnc12
6) CN1CCN(C(CNC(=O)C(=O)NC2CCCC2)c2ccc(F)cc2)CC1 (stereo not drawn)
19) O=C(NCCCc1ccc(F)cc1)C1CCC(=O)N(CCCN2CCCC2=O)C1 (stereo not drawn)
4) COc1ccc(CCNC(=O)c2ccc(OCC(=O)N3CCOCC3)c(OC)c2)cc1
31) COc1ccc(C(=O)N=C2SC3CS(=O)(=O)CC3N2Cc2ccc(F)cc2)cc1 (stereo not drawn)
8) Nc1ncnc2c1ncn2[C@@H]1O[C@H](CNCC#Cc2ccccc2)[C@@H](O)[C@H]1O
compound no.,12,20,2,6,19,4,31,8
SENP7 inh,95*,-4,-10,3,-4,12,9,6
beta cell repl,0,-2,-1,8,3,-2,2,-2
UBC13 inh,54*,2,-6,4,0,4,-1,-2
SENP6 block,96*,-48,-34,1,-8,7,-19,29
HKDC1 inh,-3,14,5,-4,-5,-6,-8,-5
SENP8 block-1,91*,4,-9,4,-8,-4,-7,-3
SENP8 block-2,-407,-241,15,4,12,19,6,8
PfGluPho inh,0,55,-17,-8,-1,13,-8,-5
SENP1 FRET inh,-5,-10,1,2,1,-1,2,3

32) CCOC(=O)c1ccc(S(=O)(=O)NCC(c2ccc(N(C)C)cc2)c2c[nH]c3ccccc23)cc1 (stereo not drawn)
55) CCOC(=O)N1CCC(NC(=O)CN(c2ccc(C(C)C)cc2)S(=O)(=O)c2c(C)nn(C)c2C)CC1
compound no.,32,55
SENP7 inh,-2,1
beta cell repl,-5,-1
UBC13 inh,13,2
SENP6 block,-10,-2
HKDC1 inh,15,-6
SENP8 block-1,-8,-5
SENP8 block-2,20,12
PfGluPho inh,-1,7
SENP1 FRET inh,3,1
